Compound activity: PubChem, Broad Institute
CAL PDZ FP-1 – inhibitors of human CAL PDZ peptide binding. purified CAL PDZ, TMR-peptide fluorescence polarization, 1 h. 300,000 tested, 0.92% active. Q9HD26. inhibition, % at 24.9 µM. AID 602252;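 active = mean inhibition of at least 30% with at least half of replicates also reaching 30%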;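 note: 0% = DMSO neutral control and 100% = excess unlabeled competitor peptide PRC23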
SR-BI HDL uptake – mouse SR-BI HDL lipid transfer inhibition; AID 488896; Q61009; 320,000 tested, 0.96% active; ldlA[mSR-BI] CHO cells, DiI-HDL uptake fluorescence, 3 h; inhibition, % at 12.5 µM;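 active = mean replicate inhibition of at least 70% and a set share of replicates each scoring 70 or more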;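 note: 0% = median of neutral control wells and 100% = median of positive control wells; values of inactives mirror those of a sister screen read the other way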
Target sequence (Q61009 whole entry, looked up): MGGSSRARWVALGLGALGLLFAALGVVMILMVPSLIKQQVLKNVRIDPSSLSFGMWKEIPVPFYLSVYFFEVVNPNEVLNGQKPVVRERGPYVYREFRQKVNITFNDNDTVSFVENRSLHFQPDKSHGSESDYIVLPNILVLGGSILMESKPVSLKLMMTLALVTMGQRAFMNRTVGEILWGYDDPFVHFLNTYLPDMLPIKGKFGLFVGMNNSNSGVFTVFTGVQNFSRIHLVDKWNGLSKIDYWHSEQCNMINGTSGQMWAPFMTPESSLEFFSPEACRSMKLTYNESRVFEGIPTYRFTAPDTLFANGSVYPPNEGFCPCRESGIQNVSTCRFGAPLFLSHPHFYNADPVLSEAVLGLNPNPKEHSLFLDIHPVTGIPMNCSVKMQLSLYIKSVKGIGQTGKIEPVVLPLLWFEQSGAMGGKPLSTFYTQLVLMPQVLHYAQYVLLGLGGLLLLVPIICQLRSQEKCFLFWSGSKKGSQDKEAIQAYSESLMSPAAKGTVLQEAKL
MITF act – increases MITF-driven TRPM1 promoter luciferase signal; SK-MEL-5 TRPM1-promoter luciferase, 24 h; % of positive control, neutral wells = 0; activation, % at 12.5 µM; 300,000 tested, 0.75% active;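 active = mean activation of at least 80% with every replicate also reaching 80%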;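 note: 0% = neutral control wells and 100% = parthenolide positive control wells; values of inactives mirror those of a sister screen read the other way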
CAL PDZ FP-2 – inhibitors of human CAL PDZ peptide binding; inhibition, % at 20 µM; 330,000 tested, 0.02% active; AID 504414; purified CAL PDZ, TMR-peptide fluorescence polarization, 1 h;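 active = highest replicate inhibition of at least 40%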;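 note: plate controls were DMSO neutral control wells for no effect and unlabeled competitor peptide control wells for full effect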
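Test system: tagged CAL PDZ domain / Buffer or medium: sodium phosphate/NaCl buffer pH 7.4 with TCEP, IgG, Thesit / Reagent: TMR-labelled reporter peptide T*-PRC34 bound in PDZ groove / Compound dosing: single point, 20 µM / Schedule: 1 h incubation at room temperature before polarization reading / Technique: fluorescence polarization (mP) / Benchmarks: unlabelled peptide, DMSO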
PfHsp90 yeast 2 – growth inhibition of yeast expressing Plasmodium Hsp90; 310,000 tested, 0.32% active; inhibition, % at 9.4 µM; S. cerevisiae expressing PfHsp90, BacTiter-Glo ATP, 48 h; yeast lacking PDR1 and PDR3 efflux regulators;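 active = every replicate shows inhibition above about 80%, whatever the replicate mean, limit read from the data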;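 note: 0% = DMSO neutral controls and 100% = 20 µM radicicol positive controls; yeast relying on Plasmodium falciparum Hsp90 in place of its own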
SR-BI uptake up – activators of SR-BI mediated HDL lipid uptake. AID 504775. 320,000 tested, 0.096% active. CHO ldlA[mSR-BI] cells, DiI-HDL uptake fluorescence, 3 h; 100 = double the neutral-control signal. activation, % at 12.5 µM;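 active = mean replicate activation of at least 60% and every replicate at or above 60%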;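 note: 0% = median plate neutral-control signal and 100% = twice that signal; values of inactives mirror those of a sister screen read the other way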
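Test system: SR-BI-overexpressing, LDLR-lacking CHO cells; Medium: Ham's F12 with 0.5% BSA, HEPES 25 mM, pH 7.4; Schedule: 3 h, 37 °C; Technique: bottom-read fluorescence, 550/595 nm.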
Rtt109 HAT inh – C. albicans Rtt109 histone acetyltransferase inhibition; Q5AAJ8; purified Rtt109/Vps75, ThioGlo CoA-SH fluorescence, 4 h; inhibition, % at 34.9 µM; 330,000 tested, 0.16% active;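 active = inhibition of at least 50% in every replicate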
dFosB act – activators of mouse delta FosB homodimer; P13346; activation, % at 25 µM; 340,000 tested, 0.99% active; AID 493131; purified delta FosB, TAMRA-CDK5 oligo fluorescence polarization; percent of positive-control signal above neutral wells;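 active = mean activation above about 17%, with every replicate also reaching it, limit read from the data, passing the limit was not always enough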;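 note: fluorescence polarization rise as delta FosB binds a TAMRA Cdk5 AP-1 oligo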
Target sequence (P13346 whole entry, looked up): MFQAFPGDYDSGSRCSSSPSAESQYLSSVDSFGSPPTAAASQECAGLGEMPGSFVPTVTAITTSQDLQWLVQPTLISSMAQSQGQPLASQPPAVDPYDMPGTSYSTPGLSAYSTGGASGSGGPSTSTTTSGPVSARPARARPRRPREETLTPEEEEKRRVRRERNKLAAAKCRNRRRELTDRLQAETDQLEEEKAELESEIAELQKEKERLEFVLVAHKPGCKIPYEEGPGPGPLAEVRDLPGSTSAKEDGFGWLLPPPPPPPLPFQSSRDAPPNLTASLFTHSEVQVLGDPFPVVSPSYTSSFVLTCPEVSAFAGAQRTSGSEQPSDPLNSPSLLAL
NSD2 inh – NSD2 (human) methyltransferase inhibition. O96028. 310,000 tested, 0.54% active. NSD2 peptide methylation, AlphaScreen, 120 min. inhibition, % at 12.5 µM; in the data active = inhibition above about 50%
PvdQ acylase – P. aeruginosa PvdQ acylase inhibition; purified PvdQ acylase, fluorescence plate reader; inhibition, % at 10 µM; 340,000 tested, 0.063% active; in the data active = inhibition above about 30%, passing the limit was not always enough;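 note: 0% = vehicle neutral wells and 100% = reference inhibitor wells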
* marks the source's active call; other numbers are inactive results; nt = not tested or not shown.

SMILES	CAL PDZ FP-1	SR-BI HDL uptake	MITF act	CAL PDZ FP-2	PfHsp90 yeast 2	SR-BI uptake up	Rtt109 HAT inh	dFosB act	NSD2 inh	PvdQ acylase
CN(C)S(=O)(=O)c1cccc(NC(=S)N/N=C/c2ccco2)c1	3	nt	14	-0.4	-14	nt	17	-5	2	8
O=C(CSc1nccn1-c1ncc(C(F)(F)F)cc1Cl)c1ccc(Cl)cc1	-3	5	13	-0.4	22	-5	4	-3	-1	-14
CCN(CC)CCC(c1ccc(OC)cc1)c1c(O)cc(OC)cc1OC (configuration not stated)	0	-22	-2	-0.3	-11	22	1	4	nt	-6
CC(Cc1cccs1)NC(=S)Nc1ccc(Cl)cc1 (configuration not stated)	0	11	4	-3.3	21	-11	nt	2	-1	11
CN=C(Nc1cccc(S(=O)(=O)N2CCOCC2)c1)c1ccccc1	0	-6	0	0.6	24	6	-4	3	3	-3
COc1ccc(-c2nnc3n2CCCCC3)cc1OC	9	nt	-11	-2.1	0	nt	16	-5	-1	13
O=S(=O)(c1ccc(Br)s1)N1CCN(CCc2ccccc2)CC1	-1	-6	10	-0.5	11	6	1	4	-1	-17
S=c1[nH]ccn1CCc1ccccc1	-4	-8	-26	nt	16	8	-2	-8	-1	-11
CC1(C)CC2CC(C)(CN2c2ncnc3ccccc23)C1 (configuration not stated)	-1	32	-12	-1.9	-14	-32	0	-10	5	-5
CCOC(=O)C(NC(C)=O)(Nc1cccc(F)c1)C(F)(F)F (configuration not stated)	-4	-12	1	0.0	7	12	-8	1	27	1
CS(=O)(=O)N(CC(=O)Nc1ccc2c(c1)OCCO2)c1ccc2c(c1)OCO2	-3	-17	7	-1.5	21	17	-7	-10	1	-7
CC(C)c1csc(CN2CCC(N3CCC(C(=O)NCC4CCCO4)CC3)CC2)n1 (configuration not stated)	39*	-2	3	-0.2	-23	2	-2	0	1	-10
COc1ccc2c(c1OC)C(=O)OC2Nc1nc(-c2ccc(-c3ccccc3)cc2)cs1 (configuration not stated)	nt	16	36	-3.3	-25	-16	1	-9	6	0
COc1cc2ccccc2cc1C(=O)N1CC(C)CC(C)C1 (configuration not stated)	-6	19	-12	-0.6	0	-19	9	3	3	17
CCOc1cccc(=O)c2c(C)n(CC3CCCO3)c(C)c12 (configuration not stated)	nt	0	-9	1.1	9	0	18	-5	4	-5
CCN(Cc1ccccc1)C(=O)COC(=O)[C@@H]1CCCN1C(=O)c1cccs1	nt	-20	-8	0.2	nt	20	4	-6	-3	2
Oc1ccc(N=Cc2sc3ccccc3c2Cl)cc1	nt	-3	8	-1.2	-27	3	8	-4	nt	-10
COc1cccc(C=Nc2ccc(C)c(F)c2)c1O	2	-13	-3	-0.2	13	13	7	2	1	2
Cc1ccc(Oc2nccc(-c3ccc(Cl)cc3)n2)cc1	2	32	75	-0.5	-21	-32	3	-1	-1	-10
COc1ccc(N2CCN(c3ncccc3C#N)CC2)cc1	0	-5	-3	0.1	21	5	-1	2	50	-4
Cc1cnccc1CNC(=O)C1CCC(=O)N(Cc2ccc(Cl)cc2)C1 (configuration not stated)	-3	-18	16	-1.9	6	18	0	-4	-2	-11
CC(=O)c1c(O)cc2n(c1=O)-c1ccc(Cl)cc1C2(C)C	1	-3	-9	-2.4	13	3	-3	-7	0	-2
O=C(O)c1ccc(NC(=S)NC(=O)C(c2ccccc2)c2ccccc2)cc1	2	-9	7	-3.0	-9	9	7	-12	6	-7
Cc1cccn2cc(COc3cccc([N+](=O)[O-])c3)nc12	0	22	41	-2.2	0	-22	17	-4	-3	-8
CCOC(=O)c1c2n(c3ccc(O)cc13)CCCCC2	-2	17	nt	0.7	19	-17	1	-7	-1	0

3 compounds already listed, arranged by length of the SMILES, lowest first.
SMILES	CAL PDZ FP-1	SR-BI HDL uptake	MITF act	CAL PDZ FP-2	PfHsp90 yeast 2	SR-BI uptake up	Rtt109 HAT inh	dFosB act	NSD2 inh	PvdQ acylase
CC(=O)c1c(O)cc2n(c1=O)-c1ccc(Cl)cc1C2(C)C	1	-3	-9	-2.4	13	3	-3	-7	0	-2
CN=C(Nc1cccc(S(=O)(=O)N2CCOCC2)c1)c1ccccc1	0	-6	0	0.6	24	6	-4	3	3	-3
O=C(O)c1ccc(NC(=S)NC(=O)C(c2ccccc2)c2ccccc2)cc1	2	-9	7	-3.0	-9	9	7	-12	6	-7

The list continues:
SMILES	CAL PDZ FP-1	SR-BI HDL uptake	MITF act	CAL PDZ FP-2	PfHsp90 yeast 2	SR-BI uptake up	Rtt109 HAT inh	dFosB act	NSD2 inh	PvdQ acylase
CCOC(=O)c1[nH]cnc1C(=O)Nc1ccccc1C	0	9	-16	-0.1	-6	-9	2	1	0	1
Cc1oc(-c2ccc(Cl)cc2)nc1CSCC(=O)NC1CCN(Cc2ccccc2)CC1	-2	16	-22	-1.3	15	-16	-2	-7	nt	-9
CC(=O)c1cccc(OCc2cc(C(=O)NCc3nc(C)c(C)s3)no2)c1	-5	24	68	-2.2	-20	-24	7	-16	-1	-5
CCOC(=O)c1sc2cc([N+](=O)[O-])cc(SCC(=O)OC)c2c1N	nt	59	-9	-0.2	-10	-59	17	-9	8	-16
CCc1ccc(OCC(=O)NNC(=S)NC(=O)C2CC2)c(Br)c1	-2	1	-2	-3.2	108*	-1	-2	-8	4	-6
COc1ccc2c(c1[N+](=O)[O-])CCC/C2=N/OC(=O)c1cccc2ccccc12	0	-3	6	-0.1	-6	3	1	2	0	-3
Nc1ccccc1Nc1nc2ccccc2[nH]1	0	nt	-7	1.2	-2	nt	-2	-8	4	-15
Cc1ccc(S(=O)(=O)N(C)C)cc1NC(=O)/C=C/c1cccs1	-1	12	0	-0.3	10	-12	-2	-4	58*	-7
CCCC(=O)N(CCN1CCOCC1)c1nc2ccc(OCC)cc2s1	0	40	-10	-2.5	9	-40	2	2	1	-14
COc1ccc(-n2nc(C)c3sc(C)nc3c2=O)cc1	-2	-4	15	-0.2	2	4	10	-8	-2	4
CCN(CC(=O)Nc1ccc(OC)cc1)C(=O)c1ccc(N2CCCC2=O)cc1	nt	48	7	-0.2	-10	-48	1	-2	-1	-10
Cc1csc2c(C#N)c(=O)c3c(n12)CCC3	-3	-32	15	-0.3	-4	32	3	0	-4	3
Cc1ccc([N+](=O)[O-])cc1S(=O)(=O)N1CCNCC1	nt	15	-2	0.5	1	-15	1	6	-1	-2
O=C(Cn1cnc2c(nnn2Cc2ccc(F)cc2)c1=O)N1CCN(c2ccccc2)CC1	nt	-4	-3	0.0	-2	4	7	-8	0	-12
O=C(Cn1ccc2ccccc2c1=O)NCCC(=O)N1CCN(c2cccc(Cl)c2)CC1	-1	10	nt	-3.6	-2	-10	-6	-3	-1	0
COc1ccc(CNC(=O)/C=C/C(=O)O)cc1OC	-2	-22	2	0.1	32	22	-3	0	0	-15
CC12CC3CC(C)(C1)CC(C(=O)NC(=S)N1CCCCC1)(C3)C2	-1	13	-3	-0.3	-23	-13	8	0	nt	-18
COc1cc(OC)cc(C(=O)NNC(=O)C(CCC(N)=O)NS(=O)(=O)c2ccc(Cl)cc2)c1 (configuration not stated)	nt	-17	12	-0.1	-12	17	2	-14	0	-7
CC(C)N=C(Nc1cccnc1)c1ccccc1	-2	1	4	-0.5	7	-1	-1	-4	0	-9
Cc1nn(-c2ncccn2)c2c1C(=O)CC(C)(C)C2Br (configuration not stated)	1	7	11	0.3	-7	-7	9	0	nt	13
c1coc(CNCC2OCCc3ccccc32)c1 (configuration not stated)	0	-23	0	-2.7	-3	23	-2	-5	28	-10
O=C(N/N=C/c1ccc2ccccc2c1)c1ccc(COc2ccc3c(c2)CCC3)o1	-5	55	2	-3.8	6	-55	-4	3	-9	4
COc1ccc(NC(=O)CCC(=O)N/N=C/c2cccnc2)cc1	-4	6	0	-0.2	-11	-6	-4	1	-5	3
CN(Cc1cnn(Cc2ccccc2)c1)C(=O)CN=C1NS(=O)(=O)c2ccccc21	-2	-6	nt	-0.8	20	6	20	2	nt	8
Cc1nc(N2CCN(C(=O)c3ccco3)CC2)nc2c1C(=O)CCC2	2	-5	41	0.1	7	5	0	-1	0	-12

Further compounds follow:
SMILES	CAL PDZ FP-1	SR-BI HDL uptake	MITF act	CAL PDZ FP-2	PfHsp90 yeast 2	SR-BI uptake up	Rtt109 HAT inh	dFosB act	NSD2 inh	PvdQ acylase
O=C(/C=C/c1ccccc1)Nc1ccc(CN2CCOCC2)cc1	-3	11	69	-3.3	-7	-11	8	-10	3	0
Cc1nn2c(N3CCOCC3)cc(C(C)(C)C)nc2c1-c1ccccc1	-5	-5	-6	-0.3	-11	5	6	9	-1	-8
Cc1ccc(Nc2nnc(SCC(=O)NCc3ccco3)s2)cc1	1	7	13	0.6	2	-7	6	0	0	10
COCCCNC(=O)Cn1nnc(-c2ccccc2NC(=O)c2ccc(F)cc2)n1	-6	26	-3	-0.5	-8	-26	-8	4	-6	-4
S=C(Nc1ccccc1)N1CCCN1c1ccccc1	nt	-11	nt	-0.8	-3	11	-2	-1	nt	-13
Cc1ccccc1NC(=O)Cn1cnc2c1c(=O)n(C)c(=O)n2C	1	-17	-13	-1.2	-3	17	6	-4	nt	2
Cc1cc(C)c(S(=O)(=O)N(CC(=O)NCc2cccnc2)C2CCCCC2)c(C)c1	-3	9	nt	-3.6	-42	-9	8	-10	-10	4
CC(=O)Nc1ccc(CC#N)cc1	-8	0	-3	0.8	-20	0	0	-4	-2	-10
O=C(COC(=O)c1ccc(S(=O)(=O)NCc2ccco2)cc1)NC1CCCCC1	-1	-14	0	nt	2	14	7	8	2	-3
CCN1C[C@@H]2[C@@H]3C(=O)N(C)C(=O)[C@@H]3[C@](Cc3ccccc3)(C1=O)N2C(=O)c1ccccc1	0	-6	-4	-0.5	-14	6	0	-3	nt	-6
CC(C)OC(=O)c1ccc(N2C(=O)C3CC=CCC3C2=O)cc1 (configuration not stated)	-4	-5	12	-0.7	7	5	5	0	-5	-11
Cc1ccc(NC(=O)c2ccc(OC(=O)C(C)Oc3ccc(Cl)cc3C)cc2)cc1 (configuration not stated)	-2	-8	70	0.0	10	8	-5	2	-2	6
CCOc1cc(S(=O)(=O)N2CCN(C(=O)c3ccco3)CC2)ccc1F	1	-11	nt	-1.2	-9	11	-4	9	-3	10
COc1cc(NC(=O)Cn2nc(Cc3cccnc3)c3ccccc3c2=O)cc(OC)c1OC	nt	-14	nt	-1.3	2	14	3	-4	nt	12
COc1cc(CC(=O)Nc2ccc3nc(C)sc3c2)cc(OC)c1OC	-5	11	-18	-2.8	-21	-11	2	-7	-3	1
CCOc1ccc(C(=O)Nc2ccc3c(c2)OCCO3)cc1[N+](=O)[O-]	2	60	25	-0.6	-4	-60	-8	-7	-3	-10
S=C(c1ccccc1)N(c1ccccc1)c1ccccc1	2	4	4	-0.4	-20	-4	-1	-3	-1	-7
COc1ccc(C2CC(=O)C3=C(C2)Nc2ncnn2C3c2ccccc2C)cc1 (configuration not stated)	-2	20	2	-3.4	5	-20	-7	-14	-5	-1
